Efflux pump mplx = inhibitors of Candida antifungal efflux pumps expressed in yeast. S. cerevisiae Candida pump triplex, Nile Red efflux. inhibition, % at 10 µM. AID 485275. 330,000 compounds, 0.44% hits;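 active = plate passing quality check with inhibition over a set limit, or well fluorescence over plate mean plus 4 SD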;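 also: Nile Red retained in pooled yeast measured as flow cytometry median fluorescence; 0% = buffer negative control and 100% = Enniatin B positive control; higher means more Nile Red kept so more efflux inhibition; some compounds called inactive have numbers as strong as hits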
EBNA-1 inh = blocks EBNA-1 binding to DNA. EBNA-1 DNA binding, fluorescence polarization. inhibition, % at 14.8 µM. 300,000 compounds, 0.34% hits; in the data active = inhibition above about 28%
Fh CTSL1 inh = cathepsin L1 inhibition, PFM18AAP counter-screen; AID 1906; 300,000 compounds, 0.49% hits; inhibition, % at 5.96 µM; recombinant F. hepatica cathepsin L1, Z-Leu-Arg-MCA fluorescence;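 active = inhibition above the mean of all tested compounds plus 3 SD, set per screening campaign, cut at about 17% in these data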;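 also: 0% = plate median of test compound wells and 100% = 1 µM Z-Phe-Ala-diazomethylketone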
PP1 inh = PP1-alpha (human) inhibition in PP5 counter-screen. P62136. purified PP1alpha, OMFP fluorescence. inhibition, % at 6.7 µM. 320,000 compounds, 0.9% hits. AID 2235;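 active = inhibition above the mean inhibition of all tested compounds plus 3 SD, computed separately for each screening campaign, cut at about 15% in these data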
Target sequence (P62136 whole entry, looked up): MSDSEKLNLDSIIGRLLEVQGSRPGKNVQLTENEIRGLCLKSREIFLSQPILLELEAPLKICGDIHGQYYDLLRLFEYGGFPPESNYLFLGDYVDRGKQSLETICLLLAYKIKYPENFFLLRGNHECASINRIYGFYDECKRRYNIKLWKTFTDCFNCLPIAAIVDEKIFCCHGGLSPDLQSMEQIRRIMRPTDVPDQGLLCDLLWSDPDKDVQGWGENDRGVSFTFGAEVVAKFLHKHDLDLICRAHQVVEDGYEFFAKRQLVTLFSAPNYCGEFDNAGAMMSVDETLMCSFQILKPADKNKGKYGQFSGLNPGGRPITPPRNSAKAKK
PREPL inhibitor = inhibits the human prolyl oligopeptidase-like enzyme; 320,000 compounds, 0.68% hits; recombinant PREPL, fluorescence polarization activity-based probe; Q4J6C6; inhibition, % at 5.96 µM; AID 2751; in the data active = inhibition above about 43%;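 also: 0% = enzyme with DMSO and 100% = wells lacking enzyme; many of its hits are not listed in these tables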
ZTA DNA inh = ZTA (EBV) inhibition in EBNA-1 counter-screen. 320,000 compounds, 0.15% hits. inhibition, % at 11 µM. ZTA-DNA binding, fluorescence polarization. P03206; in the data active = inhibition above about 33%
Target sequence (P03206 whole entry, looked up): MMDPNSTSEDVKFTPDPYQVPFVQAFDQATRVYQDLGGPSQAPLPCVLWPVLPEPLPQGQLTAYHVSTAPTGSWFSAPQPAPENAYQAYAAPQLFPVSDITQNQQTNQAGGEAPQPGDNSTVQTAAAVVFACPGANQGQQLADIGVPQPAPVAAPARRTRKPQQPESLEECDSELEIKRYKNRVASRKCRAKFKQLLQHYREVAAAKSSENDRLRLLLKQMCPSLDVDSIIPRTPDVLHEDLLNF
TPT1 inh = blocks Candida albicans tRNA 2'-phosphotransferase; recombinant caTPT1, FP RNA substrate dephosphorylation; inhibition, % at 5 µM; 300,000 compounds, 0.81% hits;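 active = inhibition above the mean of all tested compounds plus 3 SD, set per screening campaign, cut at about 24% in these data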;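 also: plate controls were DMSO alone for no effect and ferristatin control at 100 nM for full effect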
HCV core dimer = blocks dimerization of HCV core protein | TR-FRET GST/Flag-core106 dimerization, 1536-well | inhibition, % at 5 µM | 300,000 compounds, 0.33% hits;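 active = inhibition above the mean of all tested compounds plus 3 SD, set per screening campaign, cut at about 45% in these data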
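Assay system: tagged HCV core106 pair (GST and Flag); medium: KF-containing HEPES buffer, pH 7.45, DTT, CHAPS, BSA; also added: Eu donor and XL665 acceptor anti-tag antibodies; dosing: 5 µM single dose; timing: compound-protein-antibody incubation 4 h at 22.5 °C; signal: TR-FRET 671 and 617 nm emission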
PP5 inh = PP5 (human) phosphatase inhibition; purified PP5c, OMFP substrate fluorescence; 320,000 compounds, 0.18% hits; inhibition, % at 6.7 µM; AID 1987; P53041;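 active = inhibition above the campaign's mean inhibition across all tested compounds plus 3 SD, cut at about 9.5% in these data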;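 also: 0% = DMSO only and 100% = 100 µM cantharidin control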
Target sequence (P53041 whole entry, looked up): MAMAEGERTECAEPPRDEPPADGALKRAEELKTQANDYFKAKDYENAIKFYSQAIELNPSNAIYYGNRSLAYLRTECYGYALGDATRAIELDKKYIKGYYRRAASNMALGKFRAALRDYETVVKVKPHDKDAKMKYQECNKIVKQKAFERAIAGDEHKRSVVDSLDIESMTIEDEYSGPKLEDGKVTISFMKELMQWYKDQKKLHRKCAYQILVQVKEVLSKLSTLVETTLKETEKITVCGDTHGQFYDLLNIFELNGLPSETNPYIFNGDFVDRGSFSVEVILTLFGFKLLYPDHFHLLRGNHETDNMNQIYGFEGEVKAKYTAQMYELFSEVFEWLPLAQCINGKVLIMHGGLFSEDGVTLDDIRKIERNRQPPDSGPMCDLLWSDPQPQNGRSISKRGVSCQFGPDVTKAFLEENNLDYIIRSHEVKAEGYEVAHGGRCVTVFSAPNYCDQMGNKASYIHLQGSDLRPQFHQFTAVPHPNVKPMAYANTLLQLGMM
Starred values were filed as active, the others as inactive; · = not tested or not shown. Some of the compounds tested; rates above refer to the full screens.

Compound	Efflux pump mplx	EBNA-1 inh	Fh CTSL1 inh	PP1 inh	PREPL inhibitor	ZTA DNA inh	TPT1 inh	HCV core dimer	PP5 inh
O=C(c1cc2ccccc2o1)c1nc2c(n1O)CCCCC2	0.1	-11.0	-0.6	1.0	15.3	-2.5	4.5	-2.4	-2.6
CC(C)CCc1noc(CN2CCN(c3ccc(Cl)cn3)CC2)n1	0.0	-5.8	2.1	-3.1	-4.5	-19.3	-1.1	-4.6	4.1
COc1cccc(NC(=O)C2CCN(S(=O)(=O)c3ccc4[nH]c(=O)oc4c3)CC2)c1	-0.3	6.3	-0.6	4.7	-1.8	4.9	-3.0	5.4	2.0
Cc1ccc(C(=O)CSc2nnc(C)s2)cc1	0.5	6.7	-4.3	0.9	-4.8	3.5	-0.1	2.5	-2.2
COc1cc2c(cc1OC)CN(C(=O)CSc1ccc(F)cc1)CC2	0.0	·	·	-0.9	2.0	-26.3	·	·	4.4
C1=CC2c3ccccc3NC(c3ccncc3)C2C1 (stereo not drawn)	0.4	5.7	0.5	12.5	33.0	-14.3	3.8	7.4	5.8
CSc1nc(-c2ccccc2)nc(N2CCOCC2)c1C(C)=O	-0.1	0.0	1.4	-0.2	5.8	-22.9	-2.1	-1.2	0.0
CC1(C)Cc2c(C#N)c(N)n(-c3ccccc3)c(=O)c2CO1	-0.1	2.8	-3.2	3.3	5.4	-3.8	-0.5	0.4	3.4
CC(CN(C)Cc1ccccc1)OC(=O)C1COc2ccccc2O1 (stereo not drawn)	0.0	5.2	-6.0	-2.9	-7.7	-3.0	2.0	-2.1	-0.3
CCc1sc(C(=O)NCc2ccco2)cc1C	0.0	-0.9	-1.4	0.4	-1.8	-9.4	1.0	3.8	1.5
Cc1nc2c(-c3ccc(F)cc3)cnn2c(N)c1-c1ccccc1	0.1	-10.7	19.2*	3.5	15.6	-6.2	-1.0	-18.6	-1.7
COc1ccc(-c2cc3c(=O)n(CC(=O)NCc4ccc(F)cc4)ncn3n2)cc1	0.0	-0.3	0.1	-0.8	0.8	-16.4	-2.1	30.8	-0.4

Overlap with the part before: two compounds, followed by the next part.
Compound	Efflux pump mplx	EBNA-1 inh	Fh CTSL1 inh	PP1 inh	PREPL inhibitor	ZTA DNA inh	TPT1 inh	HCV core dimer	PP5 inh
Cc1nc2c(-c3ccc(F)cc3)cnn2c(N)c1-c1ccccc1	0.1	-10.7	19.2*	3.5	15.6	-6.2	-1.0	-18.6	-1.7
COc1ccc(-c2cc3c(=O)n(CC(=O)NCc4ccc(F)cc4)ncn3n2)cc1	0.0	-0.3	0.1	-0.8	0.8	-16.4	-2.1	30.8	-0.4
Oc1ccccc1Nc1nc(NCc2ccco2)c2ccccc2n1	-0.1	-4.5	1.2	7.0	-1.2	-10.9	1.3	-4.9	5.8
COC(=O)CCC(=O)N1CCCC(CNS(=O)(=O)c2ccc(OC)cc2)C1 (stereo not drawn)	0.1	5.6	-2.6	-2.5	-6.0	-1.5	3.1	2.2	0.9
COc1ccc(N=Nc2nc3ccc(Br)cc3n2C)cc1	-0.1	0.9	1.6	-2.2	22.6	18.7	-119.3	-0.2	0.1
Cc1cc(C(C)(C)C)oc1C(=O)N(CC(=O)NC1CCCC1)c1cccc(C(F)(F)F)c1	0.2	-9.8	1.6	5.9	6.4	0.8	2.2	6.2	4.3
CCCCSCCCNC(=O)CS(=O)Cc1nc(-c2cccc(C)c2)oc1C (stereo not drawn)	0.0	2.5	3.3	-0.1	4.6	6.1	-3.5	2.9	1.9
Cc1ccc(S(=O)(=O)NCC(=O)NCC(=O)NCCc2ccccc2F)cc1C	0.3	·	·	-2.3	19.8	7.5	·	·	3.0
COc1ccc(C2(CNC(=O)Cc3ccc(OC)c(OC)c3)CCCC2)cc1	0.1	-7.1	-2.5	5.5	-9.8	2.4	0.5	-1.1	-1.8
COC(=O)CNC(c1ccccc1)c1cc(Br)ccc1NC(=O)CNC(=O)OCc1ccccc1 (stereo not drawn)	-0.1	20.7	4.8	3.7	9.3	14.4	0.4	16.5	4.0
CCCC(O)(c1ccc(OC)cc1)C(CN1CCOCC1)c1ccc(Cl)cc1 (stereo not drawn)	-0.1	-4.3	3.9	3.6	39.1	-3.4	-6.7	-15.8	3.3
Cc1ccc(NC(=O)c2cc(S(=O)(=O)N3CCCC3)cn2C)cc1C	-0.1	-3.1	1.5	-0.1	10.7	8.7	-1.7	-9.7	-1.5
CCc1nnc(NC(=O)CSc2nc3c([nH]c4ccccc43)c(=O)n2CCOC)s1	-0.3	9.6	0.5	-0.8	2.4	1.3	-3.9	-3.0	-2.2
N#Cc1ccc(Oc2nc(C(N)=O)cc(-c3ccccc3)n2)cc1	-0.2	-1.4	4.5	2.5	9.8	-6.5	2.1	-3.7	-0.6
CN(c1ccccc1)c1nc(N)c([N+](=O)[O-])c(Nc2ccc(F)cc2)n1	-0.1	5.6	0.7	-2.0	-7.2	-5.0	-2.9	6.9	2.1
CC(/C=N/Nc1nc(C)cc(=O)[nH]1)=C\c1ccccc1	-0.1	2.2	2.9	-2.0	7.2	5.1	-2.2	-4.5	1.6
COc1ccc(-c2cc(C(F)(F)F)c(C#N)c(SCC(=O)Nc3nc(C)co3)n2)cc1	-0.1	15.5	0.7	-1.2	18.7	2.8	2.5	1.9	0.1
CCCNC(=O)C(Cc1ccccc1)NC(=O)Cc1ccccc1 (stereo not drawn)	0.0	·	·	-2.5	-1.2	-0.7	·	·	0.8
COc1cccc(NC(=S)/C(=C(\[O-])c2ccc(C)c([N+](=O)[O-])c2)[n+]2ccccc2)c1	0.2	-3.4	0.4	-2.7	17.4	2.2	2.0	4.7	-2.8
COc1cc(CNCCN(C)C)ccc1OCc1c(F)cccc1Cl	0.1	3.0	7.0	-2.5	7.6	10.2	2.0	2.4	-1.5
CCOc1ncccc1C(=O)OCc1csc(CC(=O)Nc2ccccc2C)n1	0.0	·	·	-1.8	-5.0	10.6	·	·	0.7
Oc1ccc(Oc2ccc(Oc3ccc(O)cc3)cc2)cc1	0.2	11.9	1.0	-1.1	-6.6	14.2	-3.0	0.4	3.1
CN(C)c1ccc(C(=O)N2CC(=O)N(CCc3ccccc3)C(=O)C2)cc1	0.1	5.4	0.1	0.3	-1.8	3.3	-4.4	3.6	-1.2
COc1ccccc1/C=C/C=N/N1CCN(Cc2ccc(Cl)cc2)CC1	-0.1	1.4	0.0	4.3	27.9	4.7	0.6	0.5	1.8
CCCCNC(=O)CC(NS(=O)(=O)c1ccc(C)cc1)c1ccco1 (stereo not drawn)	0.0	1.9	0.4	-2.8	0.8	-14.6	0.4	-0.1	-0.6
Cc1cc(OCC(C)C)ccc1/C(O)=C1/C(=O)C(=O)N(Cc2cccnc2)C1c1ccncc1 (stereo not drawn)	0.0	-4.6	1.9	2.7	5.5	4.2	0.0	0.9	2.4
COc1cc(CNCc2cccs2)ccc1OCC(=O)NC(C)(C)C	0.3	-9.3	3.2	-6.4	12.3	-6.5	3.4	0.3	1.1
CCn1c(COc2ccc3c(c2)CCCC3)nnc1SCC(=O)Nc1ccc(C(=O)OC)cc1	0.0	8.4	3.0	0.3	-6.9	5.3	-7.0	2.5	1.2
Fc1ccc(CSc2nnc3ccc(-c4ccncc4)nn23)cc1	0.0	-6.6	-0.6	-3.2	13.1	16.2	-2.5	3.5	-1.8
O=C(CCCN1C(=O)c2ccccc2C1=O)N1CCN(c2ccccn2)CC1	0.0	8.7	-0.7	1.2	-110.2	1.0	1.4	1.2	-2.2
COc1cc(/C=N\NC(=O)c2ccc(Cn3nc([N+](=O)[O-])c(Cl)c3C)o2)ccc1O	-0.3	6.1	6.8	-2.4	29.3	14.7	-6.0	-2.1	0.0
COc1ccc(N2C(=O)c3ccc(C(=O)Nc4ccccc4O)cc3C2=O)cc1	-0.1	-6.2	1.2	-2.1	9.7	-24.8	0.6	-15.5	1.8
CCc1noc(C)c1C(=O)Nc1nc(-c2ccc(OC)cc2)cs1	0.1	3.2	-1.6	-4.6	-0.3	-4.3	-2.0	2.4	3.3
Cc1c(C(=O)/C=C/N(C)C)nnn1-c1ccc(F)c(Cl)c1	0.1	-4.3	-1.9	-1.1	5.3	8.8	3.7	0.1	-3.6
O=C(Nc1nnc(Cc2ccccc2)s1)C1CCN(C(=O)c2ccco2)CC1	-0.3	-9.3	8.9	13.7	4.4	-5.2	-0.5	-6.0	-6.8
Cc1ccccc1-c1nc(CS(=O)CC(=O)NCc2ccccn2)c(C)o1 (stereo not drawn)	-0.2	-2.5	-14.5	0.2	-0.6	12.7	-0.6	9.5	0.1
CCO[C@H]1OC(C(=O)NCc2ccccc2)=C[C@@H](c2ccc(C(F)(F)F)cc2)[C@@H]1CCCO	0.0	3.8	3.1	2.5	9.1	-3.0	-0.2	-7.4	5.3
C[C@H](NC(=O)c1nc[nH]c1C(=O)N1CCN(c2ccccc2)CC1)C(=O)OCc1ccccc1	0.5	-7.1	4.0	-1.6	7.7	2.8	-3.7	-2.5	0.0
COc1ccc(C(=O)Nc2ccc(S(=O)(=O)N3CCCC3)cc2)cc1[N+](=O)[O-]	-0.5	-2.8	-4.2	1.2	-2.5	-1.7	-0.9	0.9	4.2
COc1ccccc1CCNC(=O)COc1cccc2c1OC(C)(C)C2	0.5	-9.9	0.8	-4.0	3.6	-13.1	2.0	-0.6	4.5
Cc1c(C)n(C)c2ccc(C(=O)NCCCN3CCOCC3)cc12	-0.1	9.0	0.0	-3.3	6.2	11.8	3.3	-0.3	-1.4
COC(=O)c1cc(NC(=O)/C=C/c2ccccc2)ccc1O	-0.1	-0.6	-3.1	0.4	-3.0	5.7	2.2	4.5	-0.5
COc1cc(NC(=O)COC(=O)CSc2cc(C)ccc2C)c(C)cc1[N+](=O)[O-]	0.1	-5.1	-19.9	3.4	-0.9	-12.9	1.1	-1.4	4.0
CCCCn1ccnc1C(=O)c1cccc(S(=O)(=O)N2c3ccccc3CC2C)c1 (stereo not drawn)	0.1	-6.3	5.5	5.5	-1.1	6.5	-2.7	5.6	2.3
CSc1ccc(CN(C)CC(=O)Nc2ccc(NC(C)=O)cc2)cc1	-0.2	5.3	2.6	-0.9	-18.3	1.6	0.5	-1.3	0.0
CC(=O)Nc1ccc(Sc2ncnc3scc(-c4ccccc4)c23)cc1	0.2	-6.5	-2.4	1.7	-14.2	-0.1	2.5	9.9	3.6
CCCc1cc(=O)[nH]c(SCCOC(=O)c2ccccc2)n1	-0.2	4.5	2.8	-1.2	-5.0	0.3	-3.7	3.7	-0.9
CCCCCCC1CCC(C(=O)NC(CCSC)C(=O)NC(C(=O)OC)C(C)C)CC1 (stereo not drawn)	0.1	8.0	3.3	-0.6	-4.7	12.9	-3.9	-4.0	-0.4
COCCNC(=O)CCc1nnc(Cc2ccc(-c3ccccc3)cc2)o1	0.0	2.3	-9.2	-2.4	8.3	7.7	0.2	-0.5	-1.0
COc1ccccc1CN(Cc1ccco1)S(=O)(=O)c1ccc(-n2cnnn2)c(OC)c1	0.1	0.4	-1.8	-3.2	-7.2	-0.2	1.7	3.2	1.9
COc1ccc(C)cc1S(=O)(=O)Nc1ccncc1	-0.1	5.3	1.9	-1.2	9.3	2.6	1.1	-1.2	1.2
CN1CCN(C(=S)NC(=O)c2ccc(-c3ccccc3)cc2)CC1	0.1	-2.4	5.2	-5.9	12.2	-3.9	0.2	-2.4	0.4
CCc1ccc(NS(=O)(=O)c2ccc3oc(=O)ccc3c2)cc1	-0.2	0.2	-1.6	5.2	-9.8	-25.9	-2.1	-10.0	7.7

Screening data deposited in PubChem by several laboratories.
